AT treatment = candidate therapy for ataxia-telangiectasia; AID 485349; hit rate 0.19% among 320,000; Potency, µM (highest dose often 57.5 µM), without a hit: top-dose activation, most hits filed as activators; […] A-T fibroblasts, KAP-1 phosphorylation AlphaLISA; neocarzinostatin DNA damage 30 min before lysis; note: potency is the fitted concentration of half-maximal effect; % of control where 0% means no effect; nearly all actives have a fitted effect of over 45% in size
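hTERT-immortalized A-T patient fibroblasts ([…]), 500 cells/well in OPTI-MEM, 1% FBS, got compounds for 60 min, then NCS for 30 min at 37C. Lysates were then assayed for phospho-KAP-1 by AlphaLISA (anti-pKAP1 donor, anti-KAP1 acceptor beads), 6 hr at 25C.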
Tb PFK inh = blocks T. brucei phosphofructokinase. O15648. T. brucei PFK, ADP-Glo luminescence. Potency, µM (highest dose often 57.5 µM), for the others: at the top dose activity, negative = inhibition, hits mostly inhibitors. hit rate 0.17% among 330,000. AID 485367;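 note: potency is the fitted concentration of half-maximal effect; 0% = uninhibited 1x PFK enzyme wells and -100% = no-enzyme wells; nearly all actives have a fitted effect of over 60% in size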
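Compounds were pin-transferred as a titration series up to 57 uM into substrate buffer (0.5 mM F6P, 0.1 mM ATP, pH 8.0), then 1.25 nM PFK was added and reactions ran 45 min before ADP-Glo detection.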
TCR act = activates T cell receptor signaling. primary human leukocytes, anti-CD3, IL-2 HTRF, 48 h. Potency, µM (titrated, usually from 9.22 µM), for the others: top-dose activation of IL-2 secretion, hits mostly activators. 330,000 tested, under 10 active. AID 504894; note: % of control where 0% means no effect
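IL-2 produced over 48 hr by a-CD3 bead-stimulated primary human leukocytes exposed to compounds was detected with a homogeneous time-resolved FRET immunoassay, 665nm acceptor signal after 320nm excitation.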
Eya2 inh = Eya2 (human) phosphatase inhibition | O00167 | recombinant Eya2, OMFP fluorescence dephosphorylation (OMFP is methylfluorescein phosphate) | Potency, µM (highest dose often 76.9 µM), for inactives: at the highest dose activity, negative = inhibition, hits mostly inhibitors | hit rate 0.006% among 330,000; note: potency is the fitted concentration of half-maximal effect; % is set by controls: 0 for no effect and ±100 for the full control effect
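Eya2 protein (added as 0.2 uM solution) was preincubated with compound for 10 min at ambient temperature in 50 mM HEPES pH 7.5, 50 mM NaCl, 5 uM MgCl2, 0.05% BSA, 1 mM DTT. OMFP (added at 50 uM) then reacted 10 min; fluorescence read at 485/525 nm.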
S-ASM inh = blocks human secretory acid sphingomyelinase. Potency, µM (titrated, usually from 57.5 µM), for the others: top-dose activity change, negative = inhibition, actives largely listed as inhibitors. placental ASM, HMU-PC fluorogenic substrate, 60 min. AID 504937. P17405. hit rate 0.006% among 340,000; note: potency is the fitted concentration of half-maximal effect
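qHTS format. ASM enzyme prepared from human placenta hydrolyses the fluorogenic substrate HMU-PC0 (9 uM final) over 60 min at 37 °C after a 10 min compound preincubation.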
BCR signal inh = inhibitors of chronic active B-cell receptor signaling; ABC-DLBCL IkBa-CBG/CBR reporter, luminescence ratio, 4 h; Potency, µM (doses to about 46.1 µM), for inactives: at the top dose ratio change, negative = lower green/red ratio, hits mostly inhibitors; hit rate 0.05% among 340,000; AID 493014; active = well fitted inhibition curve with a large enough effect in the signal ratio, with a control signal flat, not every such curve was filed as active; inconclusive = small, poorly fitted or top-dose-only effect, or effect the other way, or a change in a side signal; the % refers to the signal ratio;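 note: potency is the fitted concentration of half-maximal effect; plate controls were basal doxycycline-induced cells for no effect and cells given 10 µM MG132 for full effect; MG132 reads +100%, hits lower the ratio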
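Doxycycline induced both beetle luciferases in TMD8 lymphoma cells; IKK-driven degradation limits the IkappaBalpha-fused green signal, while red luminescence normalises for cell number and nonspecific effects. Compounds tested up to 46 uM, 4 hrs.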
TSHR antag = antagonists of human thyroid stimulating hormone receptor; TSHR-expressing cells, TSH-stimulated cAMP HTRF, 2 h; hits give low values; activity change, negative = inhibition, % at 11.5 µM; hit rate 0.2% among 330,000; P16473;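 active = activity change below a set negative limit, meaning inhibition stronger than a set level, cut at about -70% in these data; inconclusive = activity change between two set negative limits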; note: % is set by controls: 0 for no effect and ±100 for the full control effect
Target sequence (P16473 whole entry, looked up): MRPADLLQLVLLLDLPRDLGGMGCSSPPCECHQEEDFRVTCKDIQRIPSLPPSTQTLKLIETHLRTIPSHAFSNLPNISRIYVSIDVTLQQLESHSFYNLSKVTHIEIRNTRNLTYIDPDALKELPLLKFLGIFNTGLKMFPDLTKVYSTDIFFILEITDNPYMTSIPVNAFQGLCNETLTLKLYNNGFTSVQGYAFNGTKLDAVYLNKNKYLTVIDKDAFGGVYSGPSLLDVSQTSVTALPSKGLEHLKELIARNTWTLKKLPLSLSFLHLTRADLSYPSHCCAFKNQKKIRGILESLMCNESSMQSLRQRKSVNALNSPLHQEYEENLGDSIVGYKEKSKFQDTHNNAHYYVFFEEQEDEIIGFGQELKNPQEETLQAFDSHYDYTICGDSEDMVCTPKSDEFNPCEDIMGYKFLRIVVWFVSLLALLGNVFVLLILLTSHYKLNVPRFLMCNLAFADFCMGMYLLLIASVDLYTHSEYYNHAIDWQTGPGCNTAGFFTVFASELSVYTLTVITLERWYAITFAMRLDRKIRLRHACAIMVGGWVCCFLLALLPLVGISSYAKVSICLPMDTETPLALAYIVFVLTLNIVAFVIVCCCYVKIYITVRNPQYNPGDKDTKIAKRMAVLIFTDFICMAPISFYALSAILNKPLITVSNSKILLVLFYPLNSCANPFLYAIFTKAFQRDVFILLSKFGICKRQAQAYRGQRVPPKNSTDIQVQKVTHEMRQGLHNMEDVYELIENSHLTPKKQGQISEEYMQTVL
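TSHR-expressing cells were treated with compounds, then stimulated with TSH at EC80 (4nM final) for 2 hours at 37 deg C. Cellular cAMP was measured by HTRF competition between lysate cAMP and cAMP-d2 for a cryptate-labelled anti-cAMP antibody.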
ELG1 repair inh = ELG1-dependent DNA repair inhibition; HEK293T ELG1-luciferase reporter, luminescence, 16 h; DNA damage induced by 5-fluorouridine; hit rate 2.3% among 330,000; Potency, µM (highest dose often 46.1 µM), without a hit: at the top dose activity change, negative = inhibition, actives largely listed as inhibitors; AID 504467; note: potency is the fitted concentration of half-maximal effect; % is set by controls: 0 for no effect and ±100 for the full control effect; nearly all actives have a fitted effect of over 55% in size
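In this reporter screen, reduction of luminescence relative to DMSO vehicle indicated activity. Compounds and 5-fluorouridine were added together to 2,000 cells per well, incubated for 16 hr at 37 °C, then developed with ONE-Glo.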
TSG101-PTAP inh = blocks PTAP/TSG101 interaction to inhibit HIV-1 budding | Q99816 | Fluorescence polarization, FITC-PTAP peptide / Tsg101 binding | Potency, µM (highest dose often 115 µM), for inactives: top-dose activity change, negative = inhibition, hits mostly inhibitors | 340,000 tested, under 10 active | AID 493005; active = well fitted inhibition curve with a large enough effect in the main read-out, with a control signal flat, not every such curve was filed as active; inconclusive = small, poorly fitted or top-dose-only effect, or effect the other way, or a change in a side signal; inactive = no such curve, though single readings can be large or run the other way; note: potency is the fitted concentration of half-maximal effect; % of control where 0% means no effect
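Fluorescence anisotropy tracks displacement of a FITC-tagged PTAP peptide (50 nM) from the Tsg101 binding domain (10 uM), following a 20 min room-temperature incubation at pH 7.5.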
a7 integrin act = activates integrin-mediated alleviation for muscular dystrophy; alpha7betagal myoblasts, beta-gal FDG fluorescence, 48 h; Potency, µM (doses to about 38.3 µM), without a hit: top-dose activation, usual class: activators; hit rate 0.064% among 350,000; AID 624291;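 note: potency is the fitted concentration of half-maximal effect; 100% = response of the positive control SU9516; nearly all actives have a fitted effect of over 60% in size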
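Alpha7betagal+/- myoblasts (passage 13) were plated 16-24 hr, then exposed to compounds (1:260 dilution of DMSO stock) for 48 hours at 37C. After MPER lysis, β-galactosidase reporter activity was read as FDG fluorescence (ex 480/em 540) after 30 minutes.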
Mito fusion act = blocks mitochondrial division or promotes mitochondrial fusion; AID 485298; Potency, µM (series often up to 46.1 µM), inactives show at the highest dose growth rescue (activation), most hits filed as activators; S. cerevisiae fusion-defective mutant growth rescue, CellTiterGlo 48 h; hit rate 0.23% among 320,000;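 note: potency is the fitted concentration of half-maximal effect; % of control where 0% means no effect; nearly all actives have a fitted effect of over 45% in size; temperature-sensitive fusion mutants such as fzo1-1 at 37 °C on non-fermentable ethanol glycerol medium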
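Temperature-sensitive fusion-defective S. cerevisiae (e.g. fzo1-1, mgm1-5) were grown with compound in YPEG medium (3% ethanol, 3% glycerol) for 48 hours at 37C. Growth rescue was measured as viability by CellTiterGlo luminescence after 10 minutes at ambient.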
Numbers without * were called inactive; i = inactive; ? = inconclusive; . = not tested or not shown; [ ] = dose if it differs, or a comment. Unless noted, calls come from the whole dose curve; as a rule, active = well fitted curve in the direction sought with a large enough effect; inconclusive = small, poorly fitted or top-dose-only effect, or another doubt; inactive = no such curve, though single readings can be large; an effect the other way counts as inactive or inconclusive. An unsorted share of the library, and some 3.2% of all compounds hit somewhere here.

Molecule	AT treatment	Tb PFK inh	TCR act	Eya2 inh	S-ASM inh	BCR signal inh	TSHR antag	ELG1 repair inh	TSG101-PTAP inh	a7 integrin act	Mito fusion act
COc1ccc(/C(=N\O)c2ncc(C(F)(F)F)cc2Cl)cc1	.	-3%	0%	-2%	1%	-10%	1	-4%	-5%	-6%	11%
Cc1cc(N=Nc2ccc(Cl)cc2)cc(CN2CCOCC2)c1O	3%	-1%	-1%	6%	-18%	12%	-11	-8%	0%	-11%	9%
N#Cc1cc2c(=O)n3ccccc3nc2n(-c2ccc(Cl)cc2)c1=O	6%	-2%	-7%	5%	i	7%	-7	-7%	2%	2%	4%
COc1cc(C(=O)N2CCC(NC(=O)C(Cc3ccc(C(C)C)cc3)NC(C)=O)CC2)cc(OC)c1OC (centres undefined)	-2%	-10%	0%	4%	4%	1%	21	3%	-6%	-18%	0%
CCn1c(SCC(=O)OCC(=O)N2c3ccccc3NC(=O)C2(C)C)nnc1-c1ccco1	1%	1%	-3%	14%[15.4 µM]	5%	1%	8	-1%	-4%	-2%	0%
CC1C(=O)N2CCCc3cc(S(=O)(=O)N4CCCCC4)cc1c32 (centres undefined)	5%	-11%	-2%	8%	0%	7%	1	?	1%	-17%	9%
O=C(NCc1cccs1)C(Cc1ccccc1)n1cccc1 (centres undefined)	2%	-5%	15%	11%	2%	6%	23	-6%	-5%	0%	-3%
COC(=O)c1ccc(-n2ccnc2)cc1	-3%	-1%	-1%	10%	-1%	?	19	-21%	-3%	-5%	-7%
Cc1cc(C(=O)COC(=O)c2ccc(O)cc2)c(C)n1CC1CCCO1 (centres undefined)	-5%	0%	-2%	-7%	-2%	?	-7	?	-1%	7%	0%
O=C(CSc1nnc(Cc2cccs2)n1C1CCCCC1)N1CCCc2ccccc21	2%	-8%	8%	-26%	-1%	?	3	?	-1%	0%	4%
CSc1nc2ccc(S(=O)(=O)N3CCCC3)cc2s1	6%	0%	-13%	1%	0%	-2%	-8	-4%	-7%	-17%	4%
Cn1nnnc1SCc1nc2ccccc2s1	3%	3%	0%	-7%	2%	-2%	-3	?	-4%	-11%	-5%
CCN(C(=O)CSc1nnc(-c2c[nH]c3ccccc23)n1C1CC1)C1CCS(=O)(=O)C1 (centres undefined)	7%	-2%	3%	-2%	2%	-2%	-1	15%	-3%	25%	1%
CCOC(=O)N1CCN(c2nc(-c3ccc(F)cc3)cs2)CC1	5%	1%	2%	-1%	-1%	10%	1	0%	-2%	0%	-1%
C/C(=N\NC(=O)Cc1csc(N2CCOCC2)n1)c1ccc(Cl)c(Cl)c1	-3%	-5%	.	-15%	-4%	?	13	?	-10%	15%	-2%
S=C(NNc1ccc2ccccc2c1)NC1CCCCC1	-11%	4%	1%[46.1 µM]	0%	-14%	?	0	?	-3%	-53%[inhibitor]	-21%
Cc1cccc(N2CCN(C(=O)CCCn3c(=O)c4cccn4c4cccnc43)CC2)c1C	-3%	0%	0%	-13%	-15%	1%	-14	16µM*	-1%	24%	?
COC(=O)CSc1nnc(CNC(=O)Cc2ccccc2)n1C	-2%	-5%	-1%	7%	8%	0%	11	-5%	-8%	32%	0%
CCCc1nc2ccccc2c(=O)n1CC(=O)c1ccc(OC)cc1	16%	-2%	10%	9%	4%	1%	13	27%	-4%	3%	?
CCc1noc(C)c1C(=O)N1CCCSC1=Nc1ccccc1Cl	-7%	0%	-7%	3%	4%	9%	3	0%	-4%	18%	5%
CCCCN(CCCC)C(=O)CSc1nnc(-c2cc(OC)c(OC)c(OC)c2)o1	-5%	4%	3%	-26%	-5%	?	5	10µM*	-3%	-12%	11%
O=C(CCNC(=O)c1ccccc1Cl)NCC1COc2ccccc2O1 (centres undefined)	8%	0%	-1%	-7%	1%	5%	9	-1%	0%	0%	-7%
CC1(C)CC(NC(=O)Nc2ccc([N+](=O)[O-])cc2)CC(C)(C)N1	-16%	-1%	6%	-9%	-3%	2%	6	1%	-1%	-13%	6%
Cc1ccc(NC(=O)N(CCCN2CCOCC2)Cc2cccnc2)cc1C	-2%	-8%	2%	-15%	2%	-14%	2	0%	-8%	0%	0%
CCOC(=O)c1cc(-c2ccc(C)cc2)n(CCC(=O)NCCN(C)C)c1C	1%	-1%	-1%	0%	5%	-7%	9	13%	-6%	-31%	1%
CC1(C)Oc2ccc3ccc(=O)oc3c2/C(=C/Nc2cccc(O)c2)C1=O	28%	4%	-1%	-5%	-16%	4%	-4	?	1%	24%	4%
CCn1nc(NS(=O)(=O)c2ccccc2)c2cc3ccc(C)cc3nc21	0%	6%	3%	0%	3%	?	3	10%	1%	37%	9%
Cc1n[nH]c(C)c1CNCc1c(C(=O)N2CCCCCCC2)nc2ccc(Cl)cn12	-4%	-14%	-3%	1%	4%	-1%	-31	10%	-2%	5%	0%
COC(=O)C1CCN(C(=O)COC(=O)CNS(=O)(=O)c2ccc(SC)c([N+](=O)[O-])c2)CC1	4%	-6%	0%	7%	-1%	-5%	5	16%	0%	11%	-2%
C=C1N(CCCCCC(=O)O)C(=O)OC12CCCCC2	1%	-7%	1%	-24%	5%	?	-1	4%	-12%	9%	-6%
Cn1c(Cl)c(C(=O)Nc2ccccc2)c2ccccc21	1%	-2%	1%	0%	-14%	12%	-2	19%	-3%	-35%	-2%
